# Hsp90 Hop PPI: changes Hsp90-Hop TPR2A binding signal, up or down; AlphaScreen TPR2A-His6 binding biotin-Hsp90 C-terminal peptide; Potency, µM (titrated, usually from 57 µM), for inactives: at the top dose activity change, negative = inhibition; actives 0.44% (n = 71,000); AID 595; active = well fitted curve in either direction with a large enough effect; inconclusive = small, poorly fitted or top-dose-only effect, or another doubt; note: potency is the fitted concentration of half-maximal effect; % is set by controls: 0 for no effect and ±100 for the full control effect; many of its hits are not listed in these tables
# BRCT PPI green: inhibitors of human BRCA1 BRCT-phosphoprotein interaction (green fluorophore); Potency, µM (doses to about 76.9 µM), without a hit: at the top dose activity change, negative = inhibition, actives largely listed as inhibitors; AID 875; BRCA1 BRCT-phosphopeptide binding, green fluorescence polarization; actives 0.05% (n = 75,000); P38398;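 note: potency is the fitted concentration of half-maximal effect; plate controls were peptide without protein for full effect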
# Target sequence (P38398 whole entry, looked up): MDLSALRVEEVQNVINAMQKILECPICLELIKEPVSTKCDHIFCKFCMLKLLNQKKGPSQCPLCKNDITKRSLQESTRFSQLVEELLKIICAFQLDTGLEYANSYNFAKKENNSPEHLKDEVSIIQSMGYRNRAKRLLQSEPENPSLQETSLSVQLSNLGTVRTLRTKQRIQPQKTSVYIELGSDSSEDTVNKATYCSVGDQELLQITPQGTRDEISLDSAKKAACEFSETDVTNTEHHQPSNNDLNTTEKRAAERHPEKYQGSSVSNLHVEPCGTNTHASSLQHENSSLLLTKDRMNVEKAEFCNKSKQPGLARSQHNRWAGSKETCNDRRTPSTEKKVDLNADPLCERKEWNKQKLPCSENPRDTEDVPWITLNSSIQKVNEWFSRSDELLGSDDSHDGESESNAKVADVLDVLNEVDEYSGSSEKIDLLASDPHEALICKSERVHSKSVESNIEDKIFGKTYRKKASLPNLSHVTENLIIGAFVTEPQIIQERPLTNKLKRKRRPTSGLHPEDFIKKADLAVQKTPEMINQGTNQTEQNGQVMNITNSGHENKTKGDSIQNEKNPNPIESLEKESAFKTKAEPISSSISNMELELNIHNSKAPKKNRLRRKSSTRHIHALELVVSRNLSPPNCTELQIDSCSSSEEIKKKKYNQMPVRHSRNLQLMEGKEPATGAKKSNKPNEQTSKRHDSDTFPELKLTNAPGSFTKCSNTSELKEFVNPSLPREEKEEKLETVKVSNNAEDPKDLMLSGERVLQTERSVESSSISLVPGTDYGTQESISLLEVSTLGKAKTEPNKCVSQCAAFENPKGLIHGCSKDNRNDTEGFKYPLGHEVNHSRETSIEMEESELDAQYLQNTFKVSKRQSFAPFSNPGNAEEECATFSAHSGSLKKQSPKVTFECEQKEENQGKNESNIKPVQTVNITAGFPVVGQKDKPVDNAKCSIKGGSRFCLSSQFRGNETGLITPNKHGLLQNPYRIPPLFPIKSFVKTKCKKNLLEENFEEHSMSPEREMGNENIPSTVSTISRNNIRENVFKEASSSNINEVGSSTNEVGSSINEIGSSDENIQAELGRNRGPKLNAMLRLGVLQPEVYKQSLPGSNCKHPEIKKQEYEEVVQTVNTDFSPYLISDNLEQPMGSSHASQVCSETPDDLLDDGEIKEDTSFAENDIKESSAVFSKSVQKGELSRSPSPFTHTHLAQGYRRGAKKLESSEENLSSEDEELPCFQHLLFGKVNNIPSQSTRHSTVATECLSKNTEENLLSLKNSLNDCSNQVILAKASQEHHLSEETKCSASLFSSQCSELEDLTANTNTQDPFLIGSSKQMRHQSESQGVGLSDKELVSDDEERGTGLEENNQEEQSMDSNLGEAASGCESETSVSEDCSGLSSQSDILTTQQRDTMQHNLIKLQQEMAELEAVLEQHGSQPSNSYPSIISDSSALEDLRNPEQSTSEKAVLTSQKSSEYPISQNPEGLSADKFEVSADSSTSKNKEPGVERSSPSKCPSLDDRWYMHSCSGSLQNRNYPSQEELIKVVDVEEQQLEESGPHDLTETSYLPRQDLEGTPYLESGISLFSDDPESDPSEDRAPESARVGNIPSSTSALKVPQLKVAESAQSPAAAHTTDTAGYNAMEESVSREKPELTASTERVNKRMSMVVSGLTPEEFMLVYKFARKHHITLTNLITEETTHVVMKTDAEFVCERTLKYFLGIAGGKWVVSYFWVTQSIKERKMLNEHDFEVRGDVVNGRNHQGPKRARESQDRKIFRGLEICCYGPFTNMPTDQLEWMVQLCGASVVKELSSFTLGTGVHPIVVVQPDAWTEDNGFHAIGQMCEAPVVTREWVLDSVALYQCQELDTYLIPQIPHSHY
#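 Compounds were incubated for 12 min at room temperature with a complex of 100 nM fluorescein-tagged pBACH1 decapeptide and 250 nM His-tagged BRCT protein. Buffer was phosphate pH 7.3 with EDTA, DTT and Tween 20. Disruption of binding lowers the polarization signal.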
# DNA Pol III inh: inhibitors of bacterial DNA polymerase III holoenzyme; reconstituted DNA polymerase III holoenzyme replication, biochemical; Potency, µM (doses to about 57.1 µM), for inactives: at the top dose activity change, negative = inhibition; actives 0.25% (n = 71,000); note: potency is the fitted concentration of half-maximal effect; % is set by controls: 0 for no effect and ±100 for the full control effect
#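 Reconstituted *E. coli* holoenzyme (0.35 nM Pol III, 1 nM beta, 154 nM SSB, 2 nM primase) was preincubated with compound for 15 min at RT. Synthesis on 1.4 nM ssM13Gori ran 35 min, then was stopped with PicoGreen/EDTA and read as dsDNA fluorescence.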
# BRCT inh red: BRCT-phosphoprotein interaction inhibition (red fluorophore); Potency, µM (series often up to 76.9 µM), inactives show top-dose activity change, negative = inhibition, most hits filed as inhibitors; BRCT-phosphopeptide binding, red fluorescence polarization; actives 0.03% (n = 75,000); AID 892; P38398; note: % is set by controls: 0 for no effect and ±100 for the full control effect
#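 Rhodamine-labelled pBACH1 10-mer (100 nM) bound to BRCT domain (100 nM) at pH 7.3; compounds incubated 12 min room temperature, polarization read. Free peptide defines full inhibition; unlabelled decapeptide titrated as control.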
# ALOX15 inhib: inhibitors of human 15-lipoxygenase (ALOX15) | purified 15hLO-1, xylenol orange hydroperoxide absorbance | actives 1.4% (n = 74,000) | P16050 | Potency, µM (series often up to 57.1 µM), for the others: top-dose activity change, negative = inhibition, actives largely listed as inhibitors; note: potency is the fitted concentration of half-maximal effect; % is set by controls: 0 for no effect and ±100 for the full control effect; nearly all actives have a fitted effect of over 55% in size
#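 40 nM 15hLO-1 + cpd, 15 min RT; start w/ 50 uM AA (final), 6 min RT; stop/detect w/ 200 uM XO + 300 uM Fe(II) in 50 mM H2SO4, 30 min; A573/A405. Buffer 25 mM Hepes pH 7.5, 0.01% Triton X-100. No-enzyme wells as negative control.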
# GFP derepression: epigenetic modulators derepressing GFP locus in mouse cells. mouse C127i GFP locus derepression, cytometry, 30 h. Potency, µM (series often up to 46.1 µM), without a hit: at the top dose GFP derepression (activation). actives 0.09% (n = 68,000); note: % of control where 0% means no effect
#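 Locus derepression in mouse mammary C127i cells whose integrated CMV-GFP reporter is normally silent; GFP expression after 30 h compound treatment was quantified by counting fluorescent cells.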
# HBB splice mod: alters splicing of the hemoglobin beta chain; HBB splicing reporter cell assay, activation; EGFP reporter with mutant IVS2-654 intron; response scale: normalised to 500 nM splice-correcting PNA; Potency, µM (highest dose often 46.1 µM), for inactives: at the top dose activation, hits mostly activators; actives 0.06% (n = 65,000); AID 925; note: potency is the fitted concentration of half-maximal effect; 0% is about no effect
#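 HeLa cells stably expressing EGFP interrupted by mutant beta-globin intron 2 (IVS2-654), 500/well in 2% FCS. Treated with compound for 2 days at 37C. Splicing correction scored as total well GFP intensity (488 nm excitation, 500-520 nm emission); 500 nM antisense PNA served as control.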
# 4MU fluor: compound fluoresces in the 4-MU spectral region | compound autofluorescence, 340/450 nm, 4-MU equivalents; hits give high values | max dye-equivalent concentration, M | actives 11% (n = 59,000) | AID 589; in the data active = max dye-equivalent concentration above about 10 nM; inconclusive = mostly about 1.1 nM to 9.6 nM
#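 Intrinsic fluorescence at 340/450 nm (ex/em) was read after 15 min at room temperature in pH 8.0, 100 mM Tris. Each compound concentration expressed as 4-MU-equivalent concentration from a six-point 4-MU standard series on each plate.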
# CRE Fsk mod: modulators of forskolin-stimulated CRE signaling in CHO cells | CHO CRE-bla reporter (cAMP response element driving beta-lactamase), forskolin EC10, beta-lactamase ratio | Potency, µM (top dose mostly 38.2 µM), for inactives: at the highest dose activity change, negative = inhibition, most hits filed as activators | AID 662 | actives 2.5% (n = 71,000); active = well fitted activation curve with a large enough effect in the signal ratio, with a control signal flat, not every such curve was filed as active; inconclusive = small, poorly fitted or top-dose-only effect, or effect the other way, or a change in a side signal; the % refers to the signal ratio; note: potency is the fitted concentration of half-maximal effect; % of control where 0% means no effect
#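 CRE-bla CHO cells stimulated with EC10 NKH 477 (water-soluble forskolin) and compound titrations, 3 h at 37C; beta-lactamase read with CCF4 after 2 h at room temperature. Activity from 460/530 nm emission ratio, AC50 values for positive or negative modulation.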
# A350 autofl: compounds fluorescent in Alexa 350 spectral region; Compound autofluorescence, 340/450 nm, Alexa 350 dye-equivalents; hits give high values; max dye-equivalent concentration, M; actives 11% (n = 59,000); in the data active = max dye-equivalent concentration above about 10 nM; inconclusive = mostly about 1.1 nM to 9.6 nM
# UbGFP stabilizer: ubiquitin-GFP accumulation via proteasome inhibition; Ubiquitin-GFP reporter cells, proteasome inhibition, GFP fluorescence; response scale: untreated = 0%, 10 µM MG-132 = 100%; Potency, µM (top dose mostly 45.9 µM), inactives show at the top dose activation (GFP accumulation), usual class: activators; 67,000 tested, under 10 active; active = well fitted activation curve with a large enough effect, not every such curve was filed as active; inconclusive = small, poorly fitted or top-dose-only effect, or another doubt; inactive = no such curve, though single readings can be large or run the other way; note: potency is the fitted concentration of half-maximal effect
#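 Proteasome block read as GFP accumulation: ubiquitin(G76V)-GFP U2OS cells exposed to compound (2.9 nM–46 uM) for 4 hr at 37 C. Normalization used untreated cells as 0% and 10 uM MG-132 as 100%; concentration-response curves fitted.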
# Active calls of the source: *; i = inactive; ? = inconclusive; . = no result given; [ ] = remark or other dose. Unless noted, calls come from the whole dose curve; as a rule, active = well fitted curve in the direction sought with a large enough effect; inconclusive = small, poorly fitted or top-dose-only effect, or another doubt; inactive = no such curve, though single readings can be large; an effect the other way counts as inactive or inconclusive. Rows were taken by chance; 12% or so of the library scored in one or more.
# The line under a structure holds: ALOX15 inhib | CRE Fsk mod | GFP derepression | Hsp90 Hop PPI | A350 autofl | BRCT PPI green | BRCT inh red | DNA Pol III inh | 4MU fluor | UbGFP stabilizer | HBB splice mod
[1] CCOC(=O)C1CCN(c2c(NCc3ccc(C(=O)O)cc3)c(=O)c2=O)CC1
  7% | -1% | . | -2% | . | -1.4% | -1.3% | -4% | . | -3% | 0.0%
[2] CC1CCCCC1NC(=O)CSc1nnnn1-c1ccccc1 (configuration not stated)
  8% | -2% | 2% | -3% | i | -0.6% | -0.2% | 0% | i | 13% | 0.3%
[3] N#Cc1cccc(-n2nnnc2-c2ccc3c(c2)OCO3)c1
  -3% | -2% | 3% | -1% | i | 1.0% | -2.2% | -5% | i | -1% | -0.4%[57.5 µM]
[4] Cc1cccc(C(=O)Nc2ccc(O)cc2)c1
  12% | 3% | -1% | 1% | i | 1.6% | -1.9% | -10% | i | 1% | -0.1%[57.5 µM]
[5] COC(=O)C1(C)C=CC2(CCCCC2)N1C(C)=O (configuration not stated)
  5% | 2% | . | -6% | . | 0.7% | 0.3% | -1% | . | . | -0.3%
[6] Cc1c(C(=O)O)oc2ccc(S(=O)(=O)N(CC(C)C)CC(C)C)cc12
  10% | -6% | 2% | 3% | i | 1.6% | -0.4% | -6% | i | 13% | -3.8%
[7] CCOC(=O)c1ccc(NC(=O)N2CCN(CCc3ccccc3)CC2)cc1
  -2% | ? | 6% | -2% | i | -2.9% | 1.8% | -4% | i | -1% | -0.1%
[8] Cc1cc(Cl)nc2ccc(Cc3ccc4nc(Cl)cc(C)c4c3)cc12
  -5%[11.4 µM] | ? | -1%[9.22 µM] | 4%[11 µM] | 1.6e-08M* | -1.0%[15.4 µM] | -0.6%[15.4 µM] | -5%[11.4 µM] | 1.5e-08M* | -8%[9.17 µM] | 1.4%[9.22 µM]
[9] Cc1c(NC(=O)CC(=O)Nc2c(C)n(C)n(-c3ccccc3)c2=O)c(=O)n(-c2ccccc2)n1C
  5% | ? | 0% | -3% | i | -2.6% | -0.4% | -4% | i | -9% | 3.0%
[10] Cc1ccc(CCNC(=O)C2CCCN2S(=O)(=O)c2ccc3c(c2)CCC(=O)N3)cc1 (configuration not stated)
  -5% | -3% | 3% | -1% | . | -2.4% | -0.1% | -3% | . | 3% | -0.4%
[11] COc1ccc(C)cc1S(=O)(=O)N(C)CC(=O)Nc1ccc2c(c1)OCCO2
  -5% | -12% | 0% | 0% | i | -2.0% | -0.9% | -2% | i | -5% | -0.7%
[12] COCCn1nnnc1C(C(C)C)N(Cc1ccccc1)Cc1cc2cc(OC)ccc2[nH]c1=O (configuration not stated)
  -25% | 9% | -1% | -8% | 3.1e-08M* | 7.6% | 0.4% | -6% | 3.7e-08M* | 1% | .
[13] O=C(C1CC(c2ccc(F)cc2)=NO1)N1CCN(Cc2ccccc2)CC1 (configuration not stated)
  2% | -10% | . | -4%[2.3 µM] | . | -1.2% | -2.4% | -2% | . | 6% | -0.7%
[14] Cc1cc(C)nc(Sc2c(F)c(F)c(C(F)(F)F)c(F)c2F)n1
  -7% | 1% | -2% | 1% | . | -1.9% | 1.6% | -9% | . | 21% | 1.0%
[15] COC(=O)C1C2C=CC3(CN(CC4CCCO4)C(=O)C13)O2 (configuration not stated)
  12% | 3% | 4% | -3% | i | -0.2% | -0.4% | 9% | i | 2% | .
[16] COc1ccc(NC(=O)Nc2ccccc2C(N)=O)cc1OC
  0% | 1% | 6% | -4% | i | 0.7% | 0.6% | 1% | i | -4% | 4.0%
[17] O=C(O)c1cccnc1-c1ncccc1C(=O)O
  4% | -4% | 0% | ? | i | -4.6% | -0.9% | 0% | i | -1% | 0.1%
[18] COc1ccc(CNC(=O)C2CC=CCC2C(=O)O)cc1OC (configuration not stated)
  0% | -5% | 0% | -3% | i | -1.0% | 1.4% | 3% | i | 3% | -0.3%
[19] Cn1nnnc1SCC(=O)Nc1ccc(Cl)cc1Cl
  7% | 3% | 0% | -1% | i | -2.4% | -0.2% | -8% | i | 3% | -1.7%
[20] COc1cc2[nH]c3c(N4CCN(c5ccc(Cl)cc5)CC4)ncnc3c2cc1OC
  -12% | ? | -2% | -5% | 3.8e-08M* | -0.2% | -2.2% | -2% | 2.7e-08M* | -6% | -1.3%[57.5 µM]
[21] CCCCCCn1c(CN2CCCCC2)nc2c1c(=O)n(C)c(=O)n2C
  0% | 14% | -1% | -1% | i | -2.3% | 1.3% | -9% | i | -8% | -0.9%
[22] CCCCOCCCNC(=O)COc1ccccc1
  5%[11.4 µM] | ? | -2% | -2%[11 µM] | . | -1.7% | 0.4% | -2%[11.4 µM] | . | 8%[9.17 µM] | -1.4%[0.0738 µM]
[23] Cc1cc(Cl)ccc1OCC(=O)Nc1ccccc1CO
  -4% | -10% | -3% | 7% | i | 1.4% | -0.8% | -1% | i | 5% | -0.8%
[24] CCOc1cc2[nH]c(=O)n(CCCCC(=O)NC3CCCCCC3)c(=O)c2cc1OCC
  6% | 17% | -3% | -5% | i | 0.0% | -1.2% | 1% | i | 1% | -3.0%
[25] COC(=O)c1[nH]c(C)c(/C(O)=C2\C(=O)C(=O)N(CCN(C)C)C2c2cc(OC)ccc2OC)c1C (configuration not stated)
  3% | -4% | 0% | -2% | i | 1.4% | 0.3% | -2% | i | 3% | -0.9%[57.5 µM]
[26] CCCC(C(=O)OCCN(CC)CC)(c1ccccc1)c1ccccc1
  2% | -5%[17.1 µM] | 2%[20.6 µM] | -4%[26 µM] | ? | -3.3%[3.08 µM] | -1.7% | -6%[25.6 µM] | ? | 3%[20.5 µM] | -1.2%[20.6 µM]
[27] O=C1CC(N2CCN(c3cccc(C(F)(F)F)c3)CC2)C(=O)N1c1ccccc1F (configuration not stated)
  -8% | -17% | -2% | 2% | . | 1.2% | -4.4% | -7% | . | 3% | -0.3%[9.22 µM]
[28] CCCCCOC(=O)c1[nH]c2c(c1C)C(=O)CC(c1ccco1)C2 (configuration not stated)
  -14% | 0.079µM* | -5% | -3% | . | -2.3% | 1.2% | -4% | . | 0% | -2.1%
[29] Cn1c(=O)c(-c2ccc(F)cc2)nc2cnc(Nc3ccccc3)nc21
  -2% | 0.63µM* | 0%[9.22 µM] | -16% | i | 1.4% | 0.0% | 4% | i | 16% | -0.2%
[30] CCN(CC)C(=O)CN(C)S(=O)(=O)c1cccc2nsnc12
  6% | ? | 4% | 2% | i | -1.4% | 0.2% | -5% | i | 7% | -0.4%
[31] O=C(CCS(=O)(=O)c1ccc(Cl)cc1)OCC(=O)N1CCCCC1
  -2% | 4% | 1% | -2% | i | -1.5% | -0.5% | -1% | i | -2% | -0.3%[57.5 µM]
[32] O=C(/C=N/O)NCc1ccncc1
  -6% | ? | 0% | -9% | i | -1.1% | -0.9% | -7% | i | 4% | 3.3%[1.84 µM]
[33] O=C(O)c1[nH]c2ccc(Cl)cc2c1CC(=O)N1CCN(C(=O)c2ccco2)CC1
  0% | -11% | -3% | 1% | i | -0.8% | 0.3% | -5% | i | -14% | -0.6%
[34] O=C(Cn1cccc1)NC1CCCCCC1
  2% | -2% | 6% | -2% | i | -1.4% | -0.4% | -2% | i | 13% | -1.2%
[35] CC1(C)CO[C@H](CC(=O)O)CN1
  -24%[25.6 µM] | -5% | -1% | 1% | . | -0.5% | 0.2% | -10% | . | -3% | .
[36] CCCCOc1ccc(OCCCC)c2c1NC1(N2)C(=O)N(C(C)=O)c2ccccc21
  0% | 12% | ? | -4% | ? | -2.2% | -0.2% | -6% | ? | -5% | 0.0%
[37] O=C(OCn1nnc2ccccc2c1=O)C1CCCCC1
  11% | -9% | -1% | 7% | i | -2.5% | -2.5% | -5% | i | -10% | -3.5%
[38] N#CCCN1CCN(C(=S)c2ccc(-c3ccc(Cl)cc3)o2)CC1
  -21% | ? | -1% | ? | i | -1.1% | -2.8% | -5% | i | 2% | -0.3%[57.5 µM]
[39] CC1CCN(C(C(=O)Nc2ccc3c(c2)OCO3)c2ccccc2)CC1 (configuration not stated)
  4% | -8% | 7% | 1% | . | -1.5% | -0.1% | -5% | . | -3% | -1.1%
[40] CCC(=O)Nc1nc2ccccc2n1CCN1CCOCC1
  1% | -1% | 2% | -5% | . | -0.4% | -0.7% | 2% | . | 7% | 0.3%
[41] CC(C)(C)C(=O)Cn1c(NCCCO)nc2ccccc21
  10% | 0% | -4% | -3% | i | -1.7% | 0.4% | 1% | i | 5% | -0.2%[57.5 µM]
[42] CCOC(=O)c1c(C)c(C(=O)NCc2ccccn2)c(C)n1C
  -4% | 19% | -2% | 1% | i | -0.7% | -2.0% | -8% | i | -1% | -0.7%

# From PubChem BioAssay
